Source: PubChem BioAssay (several laboratories)
VLA-4 inh – inhibition in a human VLA-4 binding assay. P13612. VLA-4 expressing cells, ligand binding flow cytometry. inhibition, % (about 7 µM as worked out from the volumes in the protocol). 330,000 compounds, 0.2% hits. AID 2557; in the data active means inhibition above about 50%
PP1 counter – PP1-alpha (human) inhibition in PP5 counter-screen; purified PP1alpha, OMFP fluorescence; inhibition, % at 6.7 µM; 320,000 compounds, 0.9% hits;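 active means inhibition above the mean inhibition of all tested compounds plus 3 SD, computed separately for each screening campaign, cut at about 15% in these data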
PP5 inh – inhibitors of human protein phosphatase 5 (PP5); inhibition, % at 6.7 µM; purified PP5c, OMFP substrate fluorescence; AID 1987; 320,000 compounds, 0.18% hits; P53041;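 active means inhibition above the campaign's mean inhibition across all tested compounds plus 3 SD, cut at about 9.5% in these data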;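 further: 0% = DMSO only and 100% = 100 µM cantharidin control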
Fh CTSL1 inh – cathepsin L1 inhibition, PFM18AAP counter-screen; recombinant F. hepatica cathepsin L1, Z-Leu-Arg-MCA fluorescence; inhibition, % at 5.96 µM; 300,000 compounds, 0.49% hits;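 active means inhibition above the mean of all tested compounds plus 3 SD, set per screening campaign, cut at about 17% in these data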;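 further: 0% = plate median of test compound wells and 100% = 1 µM Z-Phe-Ala-diazomethylketone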
procasp3 activ – activates human procaspase-3; recombinant procaspase-3 D3A, Ac-DEVD-pNA absorbance 405 nm; activation, % at 8.5 µM; 330,000 compounds, 0.11% hits; P42574; AID 463141;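 active means activation above the mean of all tested compounds plus 3 SD, cut at about 21% in these data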;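 further: 0% = DMSO alone and 100% = DMSO wells spiked with extra 5 µM PC-3 D3A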
Target sequence (P42574 whole entry D9A/D28A/D175A): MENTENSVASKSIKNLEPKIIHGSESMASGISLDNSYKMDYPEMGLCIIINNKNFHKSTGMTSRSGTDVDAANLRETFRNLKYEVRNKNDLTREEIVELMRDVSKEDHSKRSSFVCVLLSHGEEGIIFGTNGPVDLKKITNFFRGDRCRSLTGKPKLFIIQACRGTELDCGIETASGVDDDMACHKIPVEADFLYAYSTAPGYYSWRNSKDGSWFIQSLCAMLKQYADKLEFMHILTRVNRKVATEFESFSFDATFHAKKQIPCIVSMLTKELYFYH
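Assay system: Procaspase-3 D3A mutant, all three cleavage aspartates alanine. Buffer or medium: Zinc-free HEPES saline buffer with Triton X-100. Times: 1 h compound preincubation, 2 h substrate hydrolysis at 25 °C. Measured by: 405 nm absorbance of p-nitroaniline, reads at 0 and 120 min. Read-out basis: percent activation relative to control range. Replicates: singlicate.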
GRK2 aptamer HTS – blocks RNA aptamer binding to human GRK2. bead flow cytometry, FAM-aptamer displacement from GRK2. 330,000 compounds, 0.59% hits. inhibition of aptamer binding, % at 10 µM. P25098;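 active means inhibition of aptamer binding above 40%, roughly 3 SD of noise, on plates passing a quality check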;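 further: median bead fluorescence of bound FAM aptamer so fluorescent compounds give negative values; no value below 0 was filed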
Target sequence (P25098 whole entry, looked up): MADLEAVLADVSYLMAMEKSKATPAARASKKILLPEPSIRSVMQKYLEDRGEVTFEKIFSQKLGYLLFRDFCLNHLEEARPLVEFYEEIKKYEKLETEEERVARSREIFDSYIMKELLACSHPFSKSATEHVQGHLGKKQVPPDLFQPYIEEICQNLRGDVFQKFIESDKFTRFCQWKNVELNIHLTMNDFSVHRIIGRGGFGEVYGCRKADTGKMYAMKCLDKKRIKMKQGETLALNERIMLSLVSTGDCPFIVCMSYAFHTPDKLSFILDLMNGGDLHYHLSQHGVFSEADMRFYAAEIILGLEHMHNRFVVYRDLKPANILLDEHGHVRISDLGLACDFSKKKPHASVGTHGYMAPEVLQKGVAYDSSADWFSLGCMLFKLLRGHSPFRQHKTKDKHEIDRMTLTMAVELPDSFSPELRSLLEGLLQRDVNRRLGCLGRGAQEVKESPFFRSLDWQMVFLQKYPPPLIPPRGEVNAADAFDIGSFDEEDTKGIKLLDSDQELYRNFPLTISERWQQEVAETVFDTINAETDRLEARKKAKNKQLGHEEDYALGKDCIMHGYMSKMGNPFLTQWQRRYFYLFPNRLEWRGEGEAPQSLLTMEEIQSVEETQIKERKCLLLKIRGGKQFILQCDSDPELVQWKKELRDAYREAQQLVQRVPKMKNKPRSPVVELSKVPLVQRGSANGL
proCasp7 act – counter-screen: procaspase-7 (human) activation; P55210; recombinant procaspase-7, Ac-DEVD-pNA absorbance 405 nm; D23A/D198A/D206A triple mutant, cannot self-cleave; scale: DMSO 0, 5 µM enzyme 100; activation, % at 8.5 µM; 330,000 compounds, 0.093% hits;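 active means percent activation above the screen-wide mean plus 3 SD, cut at about 25% in these data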
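Assay system: Uncleavable procaspase-7 mutant enzyme / Input: 2 µM procaspase-7 mutant as dispensed / Dosing: single nominal 8.5 µM compound dose, 0.8% DMSO final / Timing: 1 h enzyme–compound preincubation and 2 h substrate reaction, both 25 °C / Detection: p-Nitroaniline absorbance at 405 nm, read at 0 and 120 min / Replication: singlicate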
HCV core dimer – HCV core protein dimerization inhibition | TR-FRET GST/Flag-core106 dimerization, 1536-well | inhibition, % at 5 µM | 300,000 compounds, 0.33% hits;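 active means inhibition above the mean of all tested compounds plus 3 SD, set per screening campaign, cut at about 45% in these data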
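Material: GST/Flag-tagged HCV core106 proteins. Incubation: 4 h, 22.5 °C incubation. Read-out basis: inhibition (%) from 671 over 617 nm ratio. Measured by: TR-FRET, excitation 340 nm, emission 617 and 671 nm.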
GASC-1 inh – blocks human GASC-1 demethylase activity | Q9H3R0 | GST-JMJD2C(1-420) H3K9me3 demethylation, DELFIA europium | inhibition, % at 2.35 µM | 330,000 compounds, 0.069% hits;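 active means more than half of a compound's replicate wells show inhibition beyond 50%, single wells judged on their own value; inconclusive means some, but no more than half, of replicates pass 50% inhibition; inactive means no replicate passes 50% inhibition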;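 further: signal counts dimethyl H3K9 product captured on neutravidin plate; 0% = median of DMSO wells and 100% = 0.3 times that DMSO median; strong numbers were not always called active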
* marks the source's active call; other numbers are inactive results; i = inactive; ? = inconclusive; nt = not tested or not shown; & = joins results of further samples.

SMILES	VLA-4 inh	PP1 counter	PP5 inh	Fh CTSL1 inh	procasp3 activ	GRK2 aptamer HTS	proCasp7 act	HCV core dimer	GASC-1 inh
CC(=O)N1CCCc2cc(S(=O)(=O)N3CCCC(C(=O)Nc4ccccc4C)C3)ccc21 (configuration not stated)	-2	-7	-3.2	-3	-9	0	8	2	-13
O=C(CN1CCN(S(=O)(=O)c2ccc(Br)cc2)CC1)N/N=C/c1cccnc1	29	-2	-3.1	-2	13	0	5	0	-3
COc1cc2c(cc1NC(=O)/C=C/c1cc(OC)c(OC)c(OC)c1)oc1ccccc12	-6	-1	-1.6	7	1	0	-1	-8	-14
CC1CC(C)(C)Nc2ccc(OC(=O)c3ccco3)cc21 (configuration not stated)	24	1	0.2	-16	-3	3	-9	-2	-20
CC1CCN(C(=O)CCCC(=O)N2CCC(C)CC2)CC1	2	-3	0.0	2	5	1	6	-5	0
Cc1ccc([N+](=O)[O-])cc1-c1ccc(/C=N/NC(=O)c2cc3c(ccc4ccccc43)o2)o1	-1	-5	1.6	-1	-7	0	2	25	0
CCOc1ccc(NC(=O)c2ccc3snnc3c2)cc1	19	-4	-0.8	0	10	32	-10	-4	-2
COc1ccc(OC)c(-c2nc(C)sc2CC(=O)O)c1	27	3	1.2	-3	-9	1	11	7	8
Cc1cccc(NC(=S)NNC(=O)c2csc3c2CCC(C)C3)c1 (configuration not stated)	-1	5	3.8	3	1	1	-10	3	i
O=C(CN1CCN(Cc2cccc(F)c2)CC1)NCc1ccccc1	3	2	3.5	0	-4	0	-3	-107	21
COc1ccc2c(C)cc(C)nc2n1	6	-1	1.1	3	2	2	9	0	2
Cc1ccc(-c2csc(NC(=O)CN3CCOCC3)n2)cc1	-1	-5	2.3	-3	2	2	9	-1	3
O=C(CSc1nnc(COc2ccccc2)n1Cc1ccco1)c1ccc(F)cc1	15	3	4.3	2	-2	1	6	13	6
O=C(c1ccc(Br)c([N+](=O)[O-])c1)N1CCN(Cc2ccccc2)CC1	2	-3	-0.6	5	4	5	-6	6	-5
O=C(CN1CCCC1)N/N=C/c1ccc(-c2cccc(Cl)c2)o1	-5	-1	0.1	6	0	0	-9	-6	-15
COc1ccc(C(=O)NCCCCc2ccccc2)cc1	-36	0	0.2	-3	-7	1	2	-1	2
COc1ccc(NC(=O)c2cccc(OC(=S)N3CCOCC3)c2)cc1	0	6	-2.8	9	5	11	-5	4	21
CCOc1ccccc1O[C@H](c1ccccc1)[C@H]1CNCCO1	18	-3	2.5	-2	1	0	0	-4	-42
CNC(C)C#Cc1ccc2oc3cc(C)c(C)cc3c(=O)c2c1 (configuration not stated)	-6	5	1.5	-3	7	0	-12	8	9
O=C(NCc1ccc2c(c1)OCO2)c1cccc(S(=O)(=O)N2CCCCC2)c1	-1	1	3.0	5	7	3	0	1	7

Complete entries, quoted from the list. Order of screens: VLA-4 inh	PP1 counter	PP5 inh	Fh CTSL1 inh	procasp3 activ	GRK2 aptamer HTS	proCasp7 act	HCV core dimer	GASC-1 inh
Record of O=C(NCc1ccc2c(c1)OCO2)c1cccc(S(=O)(=O)N2CCCCC2)c1 : -1	1	3.0	5	7	3	0	1	7
Record of Cc1ccc(-c2csc(NC(=O)CN3CCOCC3)n2)cc1 : -1	-5	2.3	-3	2	2	9	-1	3
Record of O=C(CSc1nnc(COc2ccccc2)n1Cc1ccco1)c1ccc(F)cc1 : 15	3	4.3	2	-2	1	6	13	6
Record of COc1ccc(NC(=O)c2cccc(OC(=S)N3CCOCC3)c2)cc1 : 0	6	-2.8	9	5	11	-5	4	21

(listing goes on)
SMILES	VLA-4 inh	PP1 counter	PP5 inh	Fh CTSL1 inh	procasp3 activ	GRK2 aptamer HTS	proCasp7 act	HCV core dimer	GASC-1 inh
CCN(C(=O)C1=COCCO1)c1nc2c(C)cccc2s1	-20	-3	3.7	7	-5	0	1	1	-4
Cc1cccc(NC(=O)c2cnn3ccccc23)c1C	6	-6	-0.8	2	-4	1	2	0	-3
O=C(CO/N=C/c1ccccc1O)NNC(=O)c1ccccc1Cl	5	-4	0.5	-35	4	0	0	6	11
COc1ccc(Cl)c2sc(N3CCN(C(=O)C4=COCCO4)CC3)nc12	-8	-2	-0.3	3	0	1	8	-1	1
O=C(Cn1ccc2ccccc2c1=O)Nc1ccc2c(c1)OCO2	8	1	0.4	2	-5	0	0	-4	2
c1ccc2[nH]c(-c3ccnc4ccccc34)nc2c1	0&2	-4&-2	1.5&2.3	-2&4	3&-3	0&0	3&7	8&4	-5&1
O=C(CN1C(=O)NC2(CCCC2)C1=O)NCCN1C(=O)S/C(=C\c2ccccc2F)C1=O	-8	-3	-2.5	6	-7	4	-8	-3	-3
CCOc1ccc2nc(Nc3nc(CSc4nnnn4-c4ccccc4)cc(=O)[nH]3)nc(C)c2c1	13	-2	3.7	-4	8	3	-11	-2	-4
O=C(CSc1ccc2c(c1)OCCO2)NCC1CCCO1 (configuration not stated)	5	-2	1.3	0	-6	2	-4	-1	-22
Cc1ocnc1C(=O)Nc1ccc(Cl)cc1	7	2	1.7	-14	6	1	-3	9	-2
C#CCn1c(=NC(=O)c2ccc(S(=O)(=O)N3CCc4ccccc4C3)cc2)sc2cc(S(N)(=O)=O)ccc21	17	26*	-1.4	3	6	0	5	46	13
CC(=O)NC(CC(=O)OCC(=O)NCCc1ccccc1)c1ccccc1 (configuration not stated)	-13	-4	-1.8	-1	10	0	-10	-8	-8
O=C(CN1C(=O)COc2ccccc21)NNC(=O)Nc1ccccc1F	-2	-1	-0.4	-1	1	0	4	-4	-6
Cc1cc(C)cc(-n2c(C)cc(C(=O)CSc3nnnn3C)c2C)c1	0	2	4.2	1	-5	0	6	9	0
CCN(CC)c1ccc(CN(C(=O)c2cc(OC)c(OC)c(OC)c2)C2CCS(=O)(=O)C2)cc1 (configuration not stated)	0	-3	3.4	-2	8	3	9	-2	7&-14
COc1ccccc1CNC(=O)C(C)Oc1ccccc1 (configuration not stated)	-1	2	0.9	-1	9	2	6	-1	5
OC(Cn1cncn1)c1ccc(Cl)cc1 (configuration not stated)	19	-7	-1.8	-5	0	1	5	0	0
COc1ccc(-c2cc(C(=O)O)c3ccccc3n2)c(OC)c1	16	-1	2.6	0	3	1	5	-4	0
CCOP(=O)(c1ccccc1)c1nc(-c2ccccc2C)oc1NCc1ccccc1 (configuration not stated)	9	-4	0.8	0	8	0	0	-3	11
c1ccc2oc(-c3csc(NCC4CCCO4)n3)cc2c1 (configuration not stated)	11	-1	2.3	-1	2	6	-3	-8	-4
COC(=O)c1c2c(nc3ccccc13)CCC2	35	2	2.5	0	8	10	4	3	-17
O=C(COc1ccccc1)Nc1nc(-c2cccs2)cs1	-4	1	0.2	3	-3	0	9	6	2
O=C(NCc1ccccn1)C(=O)NN=C1CCCCCCCCCCC1	14	-3	3.0	-2	-1	1	2	2	9
Cc1onc(-c2ccccc2Cl)c1C(=O)Nc1c(C)n(C)n(-c2ccccc2)c1=O	-7	-2	-1.1	-2	2	4	-2	-1	0
COc1cccc2sc3ccc(C#CC4(O)CCCCC4)cc3c(=O)c12	-12	5	1.9	-3	3	3	-4	43	18
Cc1ccc(CN(C)Cc2cc(=O)oc3cc(C)c(Cl)cc23)cc1	-2	6	1.2	3	-2	1	2	-9	-3
CC1(C)CC(=O)c2cnc3c(C#N)cnn3c2C1	-8	-3	1.4	0	-3	1	4	3	-5
CC(=O)/C(=N/Nc1ccc(Br)cc1)N1CCCc2ccccc21	4	-1	0.5	5	-7	6	-1	5	3
C#CCOc1ccc(/C=C2/C(=O)ON=C2C)cc1Cl	7	1	3.1	1	1	0	-11	-1	-11
O=C1C2CC=C(Cl)CC2C(=O)N1CNc1ccccn1 (configuration not stated)	3	-4	0.9	-1	3	2	1	-2	3
COc1ccccc1-c1csc(NC(=O)c2cc(-c3cccs3)nc3ccccc23)n1	17	3	2.3	2	11	0	0	25	8
N#C/C(=C\c1ccc(O)cc1)C(=O)NCc1cccc(Cl)c1	20	-2	2.5	3	5	1	-2	-4	3
O=C1c2cccc3cccc(c23)C(=O)N1/N=C/c1ccc(O)cc1O	-36	-1	-2.1	6	2	0	5	1	-7
COC(=O)c1ccccc1C(=O)N1CCOCCOCCOCC1	14	1	0.8	2	-12	0	3	-1	2
CCc1ccccc1NC(=O)NC(C)c1ccc2c(c1)OCO2 (configuration not stated)	-11	-1	3.6	-3	4	0	-4	-5	4
Cc1ccccc1N=C(NO)c1cccnc1	1	-5	-0.7	0	0	4	-8	-2	-6
COc1ccc2[nH]c(=O)c(CN(CCc3ccccc3)Cc3nnnn3CC3CCCO3)cc2c1 (configuration not stated)	14	3	3.7	-2	-16	0	-27	5	24&-45
CSc1nnc(CNS(=O)(=O)c2ccc(Br)cc2)n1C	10	-1	-1.6	-2	1	1	5	7	-2
COc1cc(OC)cc(C(=O)NNc2nc3cc4c(cc3s2)OCO4)c1	-8	-1	3.4	-6	-16	2	-22	-14	-1
COc1cccc(/C=N/Nc2ncnc(Cl)c2N)c1O	-17	26*	-0.7	2	3	4	-6	-9	14
COc1ccc(NC(=O)Nc2nnc(-c3cccs3)s2)cc1	25	5	1.6	-2	-2	2	6	0	1
O=C(COC(=O)c1cccc(S(=O)(=O)NCc2ccccc2)c1)NC1CC1	7	nt	nt	nt	12	0	-6	nt	-12
CC(C)NC(=O)C1CCN(C2CCN(C(=O)c3ccc4cccc(F)c4n3)CC2)CC1	21	-1	0.2	-4	9	3	17	1	5
Cc1[nH][nH]c(=O)c1C(c1ccc(-c2ccccc2C(=O)O)o1)c1c(C)[nH][nH]c1=O	-7	-2	2.2	6	2	3	-3	1	-1
COC(=O)c1nnn(-c2nc(N3CCOCC3)nc(N3CCOCC3)n2)c1C	11	-3	1.0	-2	-1	0	11	2	-2
O=C(Nc1ncccc1O)c1ccc(S(=O)(=O)Nc2ccccc2)cc1	-19	-2	-1.4	0	7	4	3	3	9
CCN(Cc1ccccc1)S(=O)(=O)c1ccc(C(=O)N(CCCN(C)C)c2nc3c(C)c(C)ccc3s2)cc1	23	19*	5.2	5	0	0	4	-2	?
CCNc1c(C(=O)O)ccc2c1C(=O)c1ccccc1C2=O	21	3	-1.0	0	0	0	5	-70	3
CN(C)c1ccc(-c2nc3cnccn3c2Nc2ccc3c(c2)OCCO3)cc1	-6	-4	2.5	2	1	1	-2	-12	5
CC1(C(=O)NNC(=O)C2CCCCC2)CC1(Cl)Cl (configuration not stated)	1	0	-3.5	-1	-2	2	12	0	-2
COc1ccc(C2C3C=CCC(c4cccc(-c5ccc(C)cc5)c4)C3C(=O)N2Cc2ccccc2)cc1Cl (configuration not stated)	-4	18*	-0.7	2	4	3	10	25	6
CCOC(=O)Cc1csc(N)n1	3	-2	1.4	1	-9	0	-14	3	-10
